Efa HMGR inh: inhibitors of class II HMG-CoA reductase from Enterococcus faecalis | purified E. faecalis HMGR, NADPH absorbance 340 nm kinetic | inhibition, % at 10 µM | 190,000 tested, 0.41% active | AID 1066;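 active = inhibition above a set limit, the median over all tested compounds plus 3 SD, cut at about 9.5% in these data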;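 also: enzyme runs in reverse so mevalonate oxidation gives rising NADPH absorbance; 0% = complete reaction with DMSO and 100% = background rate lacking mevalonate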
APP 5'UTR act: activates APP 5'UTR luciferase reporter; 190,000 tested, 1% active; activation, % at 2 µM; SH-SY5Y APP 5'UTR luciferase reporter, luminescence; zero percent = DMSO vehicle wells; AID 1276;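 active = activation above a set limit, based on mean plus 3 SD of controls, cut at about 140% in these data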; also: values of inactives mirror those of a sister screen read the other way
NF-kB neuron act: NF-kB expression increase, human neuronal cells; NF-kB reporter expression; active compounds read high; fold change at 12.5 µM; 190,000 tested, 1.6% active; in the data active = fold change above about 3.3
STAT1 act: STAT1 signaling activation; activation (% of control), % at 5.5 µM; AID 932; 200,000 tested, 2.6% active; NIH 3T3 STAT1-luciferase reporter, IFN-gamma, luminescence; 100% = IFN-gamma alone, no compound;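 active = activation above the screen-wide mean activation plus 3 SD, cut at about 130% in these data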;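 also: raw ratio to IFN-gamma control signal so 100% means no change and 0% no light; values of inactives mirror those of a sister screen read the other way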
STAT1 inh: STAT1 signaling inhibition; 200,000 tested, 0.35% active; inhibition, % at 5.5 µM; AID 920; NIH 3T3 STAT1-luciferase reporter, IFN-gamma, luminescence;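 active = inhibition above a set limit, the mean inhibition across all tested compounds plus 3 SD, cut at about 34% in these data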;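 also: 0% = IFN-gamma with DMSO and 100% = IFN-gamma with 300 µM nifuroxazide; values of inactives mirror those of a sister screen read the other way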
STAT3 act: STAT3 signaling activation. 190,000 tested, 0.91% active. U3A cells, IL-6 STAT3-luciferase reporter, luminescence; 100% = signal with IL-6 EC80 alone. activation (% of control), % at 5.6 µM;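 active = activation above the screen-wide mean of compound activation plus 3 SD, cut at about 130% in these data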;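 also: 0% = background luminescence of wells with medium and substrate only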
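Test system: STAT3-luciferase reporter U3A cells; Detection: reporter luminescence signal; Times: 1 h compound pre-exposure, 6 h IL-6 stimulation, 37 °C; Benchmarks: IL-6-only high control; Also added: IL-6 stimulus at 33 ng/mL final.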
DTT redox prof: compounds producing H2O2 with reducing agent – biochemical, NIH compound library profiling, artefact control for MLSCN library redox annotation, primary screen | 200,000 tested, 0.03% active | AID 878 | activation, % at 10 µM | DTT-dependent redox cycling H2O2, phenol red/HRP absorbance; 100% = 100 µM peroxide control, 0% = buffer;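 active = activation of at least 50% relative to the plate's high and low controls in the primary single-dose screen; inactive = activation below 50%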;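 also: compound incubated with DTT at 0.8 mM final as the reducing agent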
STAT3 inh: inhibitors of IL-6 induced STAT3 signaling. U3A cells, IL-6 STAT3-luciferase reporter, luminescence; host cell line lacks STAT1. 190,000 tested, 0.89% active. inhibition, % at 5.5 µM;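 active = inhibition above the mean inhibition across all screened compounds plus 3 SD, cut at about 44% in these data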;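 also: 0% = DMSO only wells and 100% = 100 µM nifuroxazide control wells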
TLR4 MyD88 comp: TLR4-MyD88 interaction inhibition in cells | HeLa CL3-4 TLR4/MyD88 BLA complementation, FRET ratio | inhibition, % at 8.4 µM | 200,000 tested, 0.18% active | AID 861; in the data active = inhibition above about 25%;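 also: 0% = vehicle and 100% = reference inhibitor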
Target sequence (O00206 whole entry, looked up): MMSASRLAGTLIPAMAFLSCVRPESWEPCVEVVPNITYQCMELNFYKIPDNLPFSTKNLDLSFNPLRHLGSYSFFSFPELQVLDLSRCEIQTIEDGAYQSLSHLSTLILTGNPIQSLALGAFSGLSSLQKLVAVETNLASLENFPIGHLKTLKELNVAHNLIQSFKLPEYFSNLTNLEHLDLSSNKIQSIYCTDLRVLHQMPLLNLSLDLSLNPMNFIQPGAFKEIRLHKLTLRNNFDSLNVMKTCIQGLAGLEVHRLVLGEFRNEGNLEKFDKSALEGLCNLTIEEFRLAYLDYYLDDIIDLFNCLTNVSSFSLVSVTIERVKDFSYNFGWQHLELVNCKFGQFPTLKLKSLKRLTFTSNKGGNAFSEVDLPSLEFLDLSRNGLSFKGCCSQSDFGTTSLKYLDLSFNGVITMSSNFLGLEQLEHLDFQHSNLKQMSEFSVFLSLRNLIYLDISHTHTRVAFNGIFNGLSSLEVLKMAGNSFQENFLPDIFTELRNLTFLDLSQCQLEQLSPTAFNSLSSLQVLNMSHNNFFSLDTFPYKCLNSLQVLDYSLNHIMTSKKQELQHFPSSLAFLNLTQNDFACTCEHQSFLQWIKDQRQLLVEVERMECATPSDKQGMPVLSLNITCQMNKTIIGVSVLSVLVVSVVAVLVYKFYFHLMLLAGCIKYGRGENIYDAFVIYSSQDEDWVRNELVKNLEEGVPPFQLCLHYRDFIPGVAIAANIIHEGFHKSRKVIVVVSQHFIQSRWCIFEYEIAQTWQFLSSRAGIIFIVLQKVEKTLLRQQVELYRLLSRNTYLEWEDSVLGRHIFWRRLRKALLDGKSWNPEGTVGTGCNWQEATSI
Target sequence (Q99836 whole entry, looked up): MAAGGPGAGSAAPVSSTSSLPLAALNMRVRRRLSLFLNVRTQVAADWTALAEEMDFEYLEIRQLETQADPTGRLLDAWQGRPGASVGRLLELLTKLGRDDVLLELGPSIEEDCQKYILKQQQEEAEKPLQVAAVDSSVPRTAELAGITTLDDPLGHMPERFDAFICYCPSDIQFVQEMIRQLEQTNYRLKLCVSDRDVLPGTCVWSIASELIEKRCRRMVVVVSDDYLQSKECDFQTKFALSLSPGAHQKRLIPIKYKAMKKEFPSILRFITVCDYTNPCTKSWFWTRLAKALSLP
Hsp70 act: Hsp70 transcriptional activation, primary screen | HeLa Hsp70 promoter luciferase reporter, luminescence; scaled: vehicle 0, proteasome-inhibitor control 100% | activation, % at 10 µM | 200,000 tested, 0.04% active | AID 1203;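 active = activation above the mean across all tested compounds plus 3 SD, cutoff set per campaign, cut at about 5.5% in these data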;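 also: 100% = MG132 at 30 µM as the positive control and 0% = DMSO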
Starred values were filed as active, the others as inactive; nt = no result given.

SMILES	Efa HMGR inh	APP 5'UTR act	NF-kB neuron act	STAT1 act	STAT1 inh	STAT3 act	DTT redox prof	STAT3 inh	TLR4 MyD88 comp	Hsp70 act
Fc1ccc(-c2csc3ncnc(N4CCc5ccccc5C4)c23)cc1	5.0	10.4	0.39	101.2	-1.1	95.9	3.1	3.5	-6.4	-0.4
CN=C(Cc1ccccc1)C1=C(O)CC(C)(C)CC1=O	-6.4	-6.1	0.93	102.2	-4.7	96.4	0.2	9.6	-8.6	0.6
Cc1ccc(Nc2ncnc3nc[nH]c23)cc1Cl	-7.2	98.3	3.31*	110.2	-11.2	103.9	-0.9	4.1	-7.3	-0.1
CCn1c(SCC(=O)N2CCc3ccccc32)nnc1-c1ccco1	-1.2	0.2	1.01	97.3	2.9	98.6	-0.3	8.9	8.3	-0.2
COc1ccccc1NS(=O)(=O)c1cccc(C(=O)NN=C2CCCC2)c1	2.7	-26.3	1.12	103.7	-4.3	101.9	-1.7	1.8	-5.5	-0.1
COc1ccc(NC(=O)C/C(C)=N/NC(=O)c2cnccn2)cc1	-2.4	13.0	1.2	104.5	-6.6	93.2	-0.9	12.0	5.3	-0.1
Cc1cc2oc(C(=O)NCc3ccc4c(c3)OCO4)c(C)c2cc1C	-8.2	13.8	0.98	96.9	3.3	99.4	-1.1	3.4	-15.7	-0.4
CCn1c(SCC(=O)N/N=C/C=C\c2ccco2)nc2ccccc21	3.6	4.8	1.4	97.6	2.7	103.9	-0.1	-7.5	-1.5	0.0
Cc1c([N+](=O)[O-])cc(C(=O)N2CCOCC2)cc1[N+](=O)[O-]	-6.3	-1.9	1.01	86.6	15.1	102.1	-0.1	-4.9	-7.7	-0.4
CCOC(=O)CCNC(=O)c1ccccc1Br	5.5	6.8	1.2	109.4	-8.6	95.5	-2.3	9.7	-12.0	-0.1
Cc1sc2nc(SCC(=O)N(CCO)CCO)n(C3CCCCC3)c(=O)c2c1C	-7.7	2.2	1.16	106.9	-7.6	98.8	2.4	5.5	3.2	-0.2
CC(C)Cc1ccc(C#N)c(SCC(N)=O)n1	3.7	-4.9	1.02	103.4	-3.7	101.5	-1.6	3.3	-7.7	-0.3
O=P(O)(O)COc1ccccc1P(=O)(c1ccccc1)c1ccccc1	-6.4	8.4	1.09	105.3	-5.8	103.1	0.0	3.7	0.4	0.0
COc1ccc(NC(=O)CCS(=O)(=O)c2ccc(OC)cc2)cc1	-0.2	3.7	1.04	98.7	1.4	100.0	2.8	5.9	-3.7	-0.3
O=C(COC(=O)CCSc1ccccc1Cl)NCc1ccco1	4.6	3.5	0.98	105.8	-7.9	101.9	-0.8	2.4	7.6	-0.1
O=C(c1cccc(C(F)(F)F)c1)N1CCC(O)(CS(=O)(=O)Cc2ccc(Cl)cc2)CC1	2.0	-9.9	0.97	90.1	10.7	99.7	-3.5	4.9	8.6	0.0
CC1CCCCC1NC(=O)CCS(=O)(=O)c1cccc2nonc12 (stereo not drawn)	5.1	-28.7	1.03	97.1	4.3	97.6	-3.0	9.2	-5.3	-0.4
Clc1ccc(SCCOCCN2CCc3ccccc3C2)cc1	1.6	-3.0	0.8	93.6	5.3	137.1*	-0.5	-27.8	-0.6	0.0
O=c1cc(NCc2ccc3c(c2)OCO3)[nH]c(=O)n1-c1ccc(Cl)cc1	-2.6	26.7	1.1	95.1	6.4	106.4	-2.5	-0.9	-3.4	-0.1
COc1cccc(NC(=O)c2ccc3c(c2)N(CC(=O)N2CCCCC2)C(=O)C(C)(C)O3)c1	-2.7	-19.2	0.69	93.8	6.7	106.7	0.8	-4.7	4.1	-0.1

Four structures already listed, ordered by formula weight, low to high:
SMILES	Efa HMGR inh	APP 5'UTR act	NF-kB neuron act	STAT1 act	STAT1 inh	STAT3 act	DTT redox prof	STAT3 inh	TLR4 MyD88 comp	Hsp70 act
CC(C)Cc1ccc(C#N)c(SCC(N)=O)n1	3.7	-4.9	1.02	103.4	-3.7	101.5	-1.6	3.3	-7.7	-0.3
CN=C(Cc1ccccc1)C1=C(O)CC(C)(C)CC1=O	-6.4	-6.1	0.93	102.2	-4.7	96.4	0.2	9.6	-8.6	0.6
Cc1c([N+](=O)[O-])cc(C(=O)N2CCOCC2)cc1[N+](=O)[O-]	-6.3	-1.9	1.01	86.6	15.1	102.1	-0.1	-4.9	-7.7	-0.4
Clc1ccc(SCCOCCN2CCc3ccccc3C2)cc1	1.6	-3.0	0.8	93.6	5.3	137.1*	-0.5	-27.8	-0.6	0.0

The results go on:
SMILES	Efa HMGR inh	APP 5'UTR act	NF-kB neuron act	STAT1 act	STAT1 inh	STAT3 act	DTT redox prof	STAT3 inh	TLR4 MyD88 comp	Hsp70 act
CCOC(=O)c1sc(NC(=O)C(C)Sc2nc(N)cc(=O)[nH]2)nc1C (stereo not drawn)	-1.6	19.0	1	106.7	-5.3	99.0	-0.1	6.2	5.1	-0.4
CCCCN(C)CCCNC(=O)CN1C(=O)CSc2ccc(S(=O)(=O)N3CCOCC3)cc21	1.1	-14.9	1.25	102.6	-2.9	100.8	-0.5	2.8	1.8	-0.5
c1cc2c(cc1C1CCCN1)OCCCO2 (stereo not drawn)	0.7	-2.4	0.85	94.4	6.1	100.3	1.6	3.7	-11.2	-0.2
Cn1cc(Cl)c(C(=O)OCC(=O)Nc2nc(-c3ccc(Br)cc3)cs2)n1	-3.5	-0.3	1.49	103.9	-4.2	82.0	1.8	25.7	9.7	-0.1
CCC(C)(C(=O)NC1CCCCC1)N(C(=O)CNC(=O)c1ccccc1)c1c(C)n(C)n(-c2ccccc2)c1=O (stereo not drawn)	-4.4	18.2	1.12	99.1	-1.1	100.1	0.3	8.4	-6.4	0.1
COc1ccccc1C(=O)NCC(=O)NC1CCCc2ccccc21 (stereo not drawn)	-18.1	-20.1	1.04	100.5	-1.9	101.3	0.2	6.3	5.1	-0.1
CCOc1ccc(N(CC(=O)OC)S(=O)(=O)c2c(C)noc2C)cc1	-1.5	6.5	0.93	101.6	-1.7	88.2	-0.7	22.3	3.3	-0.1
CCC(CC)NC(=O)CO/N=C/c1ccccc1OC(F)F	-1.3	-10.9	1.01	103.1	-3.5	107.8	-0.2	-12.0	-10.6	-0.5
O=C(Nc1ccc(-n2cnnn2)cc1)C1CCCCC1	-5.6	-17.2	1.42	101.2	-1.3	94.8	0.3	3.4	21.3	-0.2
Cn1nc(-c2ccccc2)c(CN2CCN(c3ncccn3)CC2)c1Cl	-4.6	-5.9	0.97	90.5	8.8	92.5	-1.6	13.6	-12.1	-0.3
Cc1cc(C)c2sc(N(CCCN(C)C)C(=O)c3ccc(Br)s3)nc2c1	-8.0	7.9	1	91.7	7.3	98.1	-1.6	12.4	4.8	0.0
CCOC(=O)C(NCc1ccc2c(c1)OCO2)(NC(=O)c1ccccc1)C(F)(F)F (stereo not drawn)	4.7	-22.5	1.18	97.1	3.2	97.1	-4.0	7.5	4.7	0.6
CCOCCCNC(=O)CCNC(=O)c1cc(OC)c(OC)c(OC)c1	2.1	3.6	1.03	105.8	-6.3	101.0	2.6	1.5	6.8	-0.4
Cc1ccc(C(=O)NCc2ccccn2)cc1Cl	-0.2	5.3	1.49	119.3	-22.6	98.1	-1.4	6.7	1.3	-0.1
COC(=O)c1c(NC(=S)Nc2ccc(CC(=O)O)cc2)sc(C)c1C	-1.1	16.3	1.06	97.1	3.3	96.5	0.3	1.8	-0.3	0.1
Cc1ccc2oc(=O)c3cnn(CC(=O)N4CCN(c5ccccc5)CC4)c3c2c1	2.5	-6.5	0.96	93.5	7.2	93.5	-2.2	12.7	10.1	-0.2
CC(Sc1nc(-c2ccccc2)cc(C(F)(F)F)n1)C(=O)NCCN1CCOCC1 (stereo not drawn)	-3.6	2.7	1.06	98.2	1.9	109.2	3.0	-7.8	1.1	0.1
O=C(Cn1c(NCCCO)nc2ccccc21)c1ccco1	-3.1	-2.0	0.79	93.8	6.7	95.5	-0.3	9.3	11.9	-0.1
C/C(=C\C(=O)c1ccc(F)cc1)NCc1ccc2c(c1)OCO2	0.6	-10.7	1.43	98.4	1.8	87.4	0.4	25.5	5.5	-0.2
c1ccc(-n2nnnc2NC2CCCCCC2)cc1	-3.3	-7.6	1.01	90.2	10.9	84.4	2.8	28.0	7.3	-0.5
N#Cc1cn(-c2ccccc2)nc1-c1cc2ccccc2oc1=O	-6.0	3.6	1.37	112.1	-13.3	96.6	1.2	9.6	1.1	-0.2
C/C(=N\NC(=O)c1c(C)nc2ccccn12)c1ccco1	-3.3	17.6	1.92	133.5*	-33.4	106.0	-0.3	-1.9	5.5	-0.1
CC(C)n1c(SCCCc2ccccc2)nc2c1c(=O)[nH]c(=O)n2C	2.2	-5.2	1.05	111.7	-13.0	97.3	0.0	8.4	-4.7	-0.2
COc1ccc(-c2[nH]ncc2CN2CCCN(c3ccccc3)CC2)c(F)c1	2.6	26.0	1.17	89.8	9.4	105.3	-0.1	-1.6	8.0	0.0
CCC(=O)NC(NCC1CCCO1)C(Cl)(Cl)Cl (stereo not drawn)	-9.1	-1.7	1.49	96.0	4.5	106.1	2.6	0.5	-15.9	0.1
Cc1ccc2[nH]c3c(c2c1)CCCC3=O	-2.9	16.9	1.5	91.8	9.0	101.0	2.2	2.8	-18.4	0.1
COc1ccc(C2CC(=O)C(C=NCCN3CCN(C(=S)Nc4ccccc4)CC3)=C(O)C2)cc1OC (stereo not drawn)	-3.1	4.9	1.04	94.6	5.3	94.9	-0.1	8.4	-2.6	-0.2
O=C(NNC(=O)c1ccccc1C(=O)O)c1ccc(-c2ccccc2)cc1	-0.9	0.5	0.94	104.7	-6.7	99.5	-0.9	5.2	-7.1	-0.3
CCc1nc(SCC(=O)c2ccc3c(c2)OCCO3)c2ccccc2n1	-3.4	13.6	1.97	101.0	-1.1	88.0	1.7	20.2	12.1	1.1
Cc1ccccc1NC(=O)C1C2C=CC(C3CC23)C1C(=O)O (stereo not drawn)	1.4	-2.2	0.87	102.8	-4.0	97.0	-0.5	10.2	-2.4	0.0
COc1ccc(NC(=S)N(CCCN2CCCCCC2)Cc2cccs2)cc1	-2.3	13.8	0.99	89.1	11.2	88.7	-0.1	23.0	8.1	-0.1
CCOc1ccccc1NC(=O)Cc1ccccc1OC	3.2	6.2	1.06	92.7	6.2	105.8	-0.3	-3.1	-2.4	-0.4
CC(=O)Nc1cccc(C(=O)/C=C/c2cccs2)c1	-3.9	57.7	3.04	113.9	-15.6	100.6	-0.8	1.7	2.7	0.0
Cc1ccc2c(C)nc(Nc3ncc4c(n3)CCCC4=O)nc2c1	nt	7.0	nt	97.9	2.3	97.7	-3.0	7.6	-6.5	-0.1
CCOC(=O)Cn1c(=O)oc2cc(S(=O)(=O)N(CCN(C)C)Cc3ccccc3)ccc21	-0.4	-8.4	0.8	97.4	2.9	102.9	2.2	6.6	-12.0	-0.2
Cc1nc2c(C(=O)NCCC3=CCCCC3)c[nH]n2c(=O)c1Cl	1.6	10.5	1.25	100.2	-0.2	100.3	1.8	9.5	-6.8	-0.3

Compound activity deposited in PubChem BioAssay by several laboratories.

This is a random part of the collection (roughly 5.6% active in at least one column).
